High-throughput results deposited in PubChem by National Center for Advancing Translational Sciences (NCATS).
BRCA1 expr up = activators of BRCA1 expression; MCF7-BRCA1-FFLuc reporter, luminescence, 48 h; response scale: scaled: vehicle 0%, 10 µM genistein 100%; Potency, µM (doses to about 46.1 µM), without a hit: at the top dose activation, most hits filed as activators; 380,000 tested, 1.1% active; AID 624202; active means well fitted activation curve with a large enough effect; further: nearly all actives have a fitted effect of over 80% in size; some results filed as inactive show a strong effect at the top dose
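First, MCF7-BRCA1-FFLuc cells (2000/well) attach for 2 h; next, compounds are pin-added and incubated 48 h at 37 °C; finally, luciferase reagent is added and luminescence read after 15 min.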
* hit, by the source's call; & = joins results of further samples; [ ] = remark or other dose. Potency means the concentration at half of the fitted maximal effect.

SMILES	BRCA1 expr up
COc1ccc(N(CC(=O)NC2CC3CCC2C3)S(=O)(=O)c2ccc(C)cc2)cc1Cl (stereo unspecified)	-40%
COC(=O)C(C)(C)c1cccnc1C#N	15%
COc1ccc(NS(=O)(=O)c2cc(OC)ccc2OC)cc1	-9%
O=C(NNC(=O)c1cc(-c2ccc(Br)cc2)nc2ccccc12)c1csc(N2CCOCC2)n1	-26%
COc1ccc(NC(=O)c2cc(C3CCCCN3C(=O)c3ccccc3)on2)c(C)c1 (stereo unspecified)	7%
O=C(NC(CC(=O)N1CCN(c2ccccc2)CC1)c1ccccc1)c1ccccc1 (stereo unspecified)	-13%
COc1ccccc1N(C)S(=O)(=O)c1ccc(C(=O)Nc2cc(OC)c(OC)c(OC)c2)cc1	-32%
CCN(CC)S(=O)(=O)c1cccc(C(=O)NCCc2ccccc2)c1	6.3µM*
Cn1ccc2c(N(Cc3ccccc3)Cc3ccccc3)cc3c(c21)C1CCC3O1 (stereo unspecified)	-8%
CCOC(=O)[C@]12CCC=C1N(Cc1ccc(Cl)cc1Cl)C(=O)[C@H](CC(=O)NCc1cccc3ccccc13)C2	-35%
Cc1c(NC(=O)CSc2nnc(-c3ccncc3)n2C)c(=O)n(-c2ccccc2)n1C	18%
CC(C)C[C@H]1CNC(=O)C(=O)N1C[C@H](Cc1ccc(O)cc1)NC(=O)CC12CC3CC(CC(C3)C1)C2	-1%
Cc1cc(C)nc(Nc2nc(C(N)c3ccccc3)cs2)n1 (stereo unspecified)	-39%
CN(C(=O)c1cccc(NC(=O)Cc2ccc(NC(=O)C3CCN(C(=O)c4ccccc4)CC3)cc2)c1)C1CC1	9%
N#CN=c1snc(-c2ccccc2Cl)n1-c1ccccc1Cl	-61%
CC(C)Oc1ccc(/C=C(\C#N)C(=O)NC2CC2)cc1	10%
CCNC(=O)C1(C)CCN(C(=O)c2c(-c3ccccc3)noc2C)C1 (stereo unspecified)	16%
COc1ccc(-c2oc3ccc(N4CCOCC4)cc3c2C#CC2(O)CCCCC2)cc1	-53%
c1ccc(NN=C2c3ccccc3-c3ccccc32)cc1	-34%
CCOC(=O)c1cc(C#N)c(N2CCCCC2)nc1-c1ccccc1	-18%
O=C1Nc2ccccc2SC1c1ccccc1Cl (stereo unspecified)	-41%
CN(Cc1cn(Cc2ccc(C(F)(F)F)cc2)nn1)C1CN(Cc2cn(Cc3ccc(C(F)(F)F)cc3)nn2)S(=O)(=O)C1 (stereo unspecified)	-22%
CC(=O)Nc1ccc(C(=O)N2CCCCC2c2cc(C(=O)Nc3cccc(C#N)c3)no2)cc1 (stereo unspecified)	1%
Cc1cccc(NC2=NC3(CCCCC3)N=C(N)N2)c1	-79%
COC1=CC(=O)OC(c2ccco2)C1 (stereo unspecified)	-4%
C#CCNC(=O)C1=C[C@@H](c2ccc(C#C)cc2)C[C@@H](OCCCCO)O1	-1%
CCOC(=O)c1cc(OCc2csc(-c3ccccc3)n2)cc(C(=O)OCC)c1	3%
Cc1ccc(NC(=S)NC(=O)c2cncc(Br)c2)c(C)c1	-3%
O=C(Oc1ccc(/C=N/NC(=O)c2ccccn2)cc1)c1ccc(Br)cc1	45%
CN1OC[C@@H]2CN(C(=O)CCc3ccccc3)[C@H](c3cccc(N4CCOCC4)c3)C[C@@H]21	7%
CC(=NNC(=O)c1ccncc1)c1ccc2ccccc2c1O	-93%
CC(=O)c1cccc(-c2csc3ncnc(Sc4nnnn4C)c23)c1	-77%
COc1ccc(S(=O)(=O)N2CCOC2CNC(=O)C(=O)NCc2ccccn2)cc1OC (stereo unspecified)	-14%
O=S(=O)(NCCc1nc2ccccc2[nH]1)c1ccccc1	9%
COc1ccc(NC(=S)N2CCC3CC2c2c(Cl)cccc23)c(OC)c1 (stereo unspecified)	-2%
Cc1ccc(C(=O)C2CC2)c(C)c1	-2%
COc1ccccc1-c1nnc(NC(=O)C2CCCN2S(=O)(=O)c2cccs2)o1 (stereo unspecified)	-6%
Nc1ccc(OCc2ccccc2)cc1[N+](=O)[O-]	25%
CCN(CC)CC(C)(C)C(=O)/C=C/c1ccc(/C=C/C(=O)C(C)(C)CN(CC)CC)cc1	-86%
CN(C1=NS(=O)(=O)N=C(N(C)c2ccccc2)O1)c1ccccc1	-75%
O=C1NC(Cc2ccccc2)c2nc3ccc(F)cc3c(=O)n2-c2ncccc21 (stereo unspecified)	2%
O=S(=O)(c1ccccc1)n1cc(-c2cccc3nccn23)c2ccccc21	-58%
COc1ccc(OC)c2c(/C=C/c3ccc(N(C)C)cc3)ccnc12	35%
CCCCNC(=O)c1c(N)[nH]c(C(=O)c2ccccc2)c1-c1ccc(Cl)cc1	10%
CS(=O)(=O)c1ccc(C(=O)OCC(=O)N2CCOCC2)cc1[N+](=O)[O-]	-53%
CC(C)OC(=O)c1ccc2ccc(-c3ccccc3)nc2c1	40%
CCOC(=O)/C(=N/Nc1ccc(Br)cc1)N1CC(C)OC(C)C1 (stereo unspecified)	-34%
CC(=O)N/C(=C/c1ccccc1)c1ccncc1	104%
CC1(C(=O)NS(=O)(=O)c2ccc(Cl)cc2)CCN1C(=O)CC1CC1 (stereo unspecified)	9%
CC(C)c1ccc(C=NNc2ccc([N+](=O)[O-])cn2)cc1	-21%

Of the compounds above, 3 have a nitro group on carbon.
SMILES	BRCA1 expr up
Nc1ccc(OCc2ccccc2)cc1[N+](=O)[O-]	25%
CS(=O)(=O)c1ccc(C(=O)OCC(=O)N2CCOCC2)cc1[N+](=O)[O-]	-53%
CC(C)c1ccc(C=NNc2ccc([N+](=O)[O-])cn2)cc1	-21%

Ordered by molar mass (largest number first): part of the list above
SMILES	BRCA1 expr up
O=C1NC(Cc2ccccc2)c2nc3ccc(F)cc3c(=O)n2-c2ncccc21 (stereo unspecified)	2%
CS(=O)(=O)c1ccc(C(=O)OCC(=O)N2CCOCC2)cc1[N+](=O)[O-]	-53%
COc1ccc(OC)c2c(/C=C/c3ccc(N(C)C)cc3)ccnc12	35%

More entries follow.
SMILES	BRCA1 expr up
CC1(c2nnc(Cc3ccccc3)o2)CC(c2ccc(Cl)cc2)=NO1 (stereo unspecified)	0%
COc1ccc(/C=C/C(=O)NCCCNC(=O)/C=C/c2ccc(OC)c(OC)c2)cc1OC	-8%
O=C(Nc1ccc(Cl)cc1)c1ccc2c(c1)S(=O)(=O)c1ccccc1C2=O	-5%
COc1ccc(C(=O)C=Cc2ccc(OCc3ccccc3)c(OC)c2)cc1OC	-57%
CN(Cc1ccccc1)c1ccc(/C=C/c2nc3ccccc3s2)cc1	7%
COc1ccc(CN2CCC3CC2c2cc(Cl)ccc23)cc1 (stereo unspecified)	-25%
O=C(Nc1ccc(Br)cc1F)c1cnn2c1NC(=C1CC1)C=C2C(F)F	0%
Cc1ccc(Cn2cc(CN(C)C3CN(Cc4cn(Cc5ccc(C)cc5)nn4)S(=O)(=O)C3)nn2)cc1 (stereo unspecified)	3%
Cc1ccccc1NC(=O)Cc1nc(COC(=O)c2ncc(Cl)c(Cl)c2Cl)cs1	-16%
CC(C)(C)OC(=O)N1CCN(C(=O)c2[nH]c(C(F)(F)F)nc2-c2ccccc2)CC1	0%
Cc1ccc(C(=O)NCC(=O)OCC(=O)c2ccc3ccccc3c2)cc1	-5%
O=C(NCc1ccccc1)[C@@H]1CCCN1C(=O)[C@@H]1CCCN1C(=O)c1cccc2ccccc12	19%
COC(=O)c1ccc(CCc2cc(O)ccc2O)cc1	-2%
CCOC(=O)c1cnc[nH]c1=O	-15%
C=CCNc1ncnc2c1ncn2[C@H]1CN(Cc2ccccc2)C[C@@H](CO)O1	15%
O=C(NN=Cc1ccc2c(c1)OCO2)C1CC1	7.1µM*
COCOCCn1cc(CN2CCS(=O)(=O)N(Cc3ccc(-c4ccncc4)cc3)C(C(C)C)C2=O)nn1 (stereo unspecified)	-14%
O=C(Nc1c(-c2ccc3c(c2)OCO3)[nH][nH]c1=O)c1cccc(C(F)(F)F)c1	7%
Cc1cccnc1NC(=O)c1ccc(S(=O)(=O)N2CCCC2)cc1	-6%
CCCCN1CCC(=O)NC1=O	2%
COc1ccc(-c2ccc(C(=O)NCc3cccs3)c3occc23)c(C)c1	-8%
COc1cc(C#N)ccc1OCC(=O)Nc1cccc(S(=O)(=O)N(C)c2ccccc2)c1	-27%
CC1(C(=O)NS(=O)(=O)c2ccc(Cl)cc2)CCN1C(=O)C1(c2ccc(Cl)cc2)CCC1 (stereo unspecified)	-1%
Nc1nc2ncccc2cc1C(=O)NCCc1cccs1	16%
CC(C)C[C@H]1COCCS(=O)(=O)N1Cc1ccc(Cl)c(Cl)c1	0%
Cc1c(C)n(CC(O)CSc2ccccc2)c2ccccc12 (stereo unspecified)	2%
O=C(O)C(CCC(C(=O)O)c1ccccc1)c1ccccc1 (stereo unspecified)	-9%
COCCCn1c(SCC(=O)N2CCc3ccccc32)nnc1-c1ccoc1C	18%
COc1cc(NC(=NS(=O)(=O)c2ccccc2)c2ccccc2)ncn1	84%
CCN1C(=O)N[C@@H](c2ccco2)C(C(=O)OC)=C1C	-4%
NNC(=O)c1ccc(C(=O)N(c2ccccc2)c2ccccc2)cc1	-4%
CC1(c2nnc(-c3cccc(Cl)c3)o2)CC(c2cccc(F)c2)=NO1 (stereo unspecified)	-3%
CCC1(C(=O)NC(=Nc2ccccc2)Nc2ccccc2)CCOC1=O (stereo unspecified)	-6%
C[C@@H]1CN([C@H](C)CO)C(=O)CCCn2nncc2CO[C@H]1CN(C)C(=O)OCc1ccccc1	15%
OC[C@@H]1CN(Cc2ccc(Cl)cc2)C[C@H](n2cnc3c(Nc4ccccc4)ncnc32)O1	-7%
COc1cccc(C(=O)O)c1OS(=O)(=O)c1ccc(C)cc1	9%
COc1ccc(N=Nc2c(N)nn(C)c2N)cc1	2.5µM*
COc1ccc(/C=C2/C(=O)N(c3ccccc3)N=C2C)cc1	-14%
CCOC(=O)c1cc2c(=O)n3cccc(C)c3nc2n(CC2CCCO2)c1=NC(C)=O (stereo unspecified)	-6%&-3%
O=C(O)c1ccc(N2C(=O)c3ccccc3C2=O)cc1[N+](=O)[O-]	2%
Cc1c(C(=O)NCc2ccc(C#N)cc2)sc(=O)n1Cc1ccccn1	11%
COc1ccccc1NS(=O)(=O)c1ccc(C)c(C(=O)Nc2ccc(S(=O)(=O)Nc3onc(C)c3C)cc2)c1	-1%
COc1c2c(c(CCC(=O)O)c3c1C=CC(C)(C)O3)OC(C)(C)C=C2	-9%
C=CCn1c(SCCC)nc2ccccc2c1=O	7%
CC1(Oc2ccc(Cl)cc2)CCN(Cc2csc3ccccc23)C1 (stereo unspecified)	20%
CCCC(C)Sc1nc2c([nH]1)c(=S)n(C)c(=O)n2C (stereo unspecified)	-55%
COc1ccc(/C=C/c2cnccn2)cc1OC	35%
CCN(CC)CCCC(C)n1c2nc(=O)[nH]c(=O)c-2nc2cc(Cl)ccc21 (stereo unspecified)	-87%[inhibitor]
COC(=O)[C@H]1C[C@H](OC(=O)NCc2ccc(OC)c(OC)c2)[C@@]2(O)CN(S(=O)(=O)c3ccc(C)cc3)CC2[C@H]1C(=O)OC (stereo partly specified)	5%
O=S(OCCN1CCCC1)C(c1ccccc1)c1ccccc1 (stereo unspecified)	-21%

Next section
SMILES	BRCA1 expr up
O=[N+]([O-])c1cccnc1Sc1ccccc1Cl	-16%
Clc1ccc(-c2cccc3nccn23)cc1	-9%
COC(=O)[C@]12CCCCC=C1N(Cc1cccc3ccccc13)C(=O)[C@H](CC(=O)N1CCN(C(=O)c3ccco3)CC1)C2	-34%
O=S(=O)(Cc1ccccc1)C(CCCc1ccccc1)S(=O)(=O)Cc1ccccc1	-28%
Cc1ccc([C@H]2C[C@@H](n3cc(COC(=O)c4ccccc4)nn3)[C@H](O)CN2Cc2cccs2)cc1	1%
O=C(O)C1CCC(C(=O)O)O1 (stereo unspecified)	4%
CN(C)c1cccc(CNC(=O)c2ccc3sc([C@H]4C[C@H](O)[C@@H](CO)O4)nc3c2)c1	-8%
N#Cc1ccc(NC(=S)N2CCC3CC2c2cc(-c4ccc5c(c4)OCO5)ccc23)cc1 (stereo unspecified)	-32%
COc1ccc(-c2ccc3c(c2)C2CC3CCN2C(=O)C2CCCCC2)cc1 (stereo unspecified)	-17%
CCCN(CCC)Cc1cc(=O)oc2cc(C)c(Cl)cc12	1%
CN(CCc1ccccc1)C(=O)c1cccc(NC(=O)Cc2cccc(NC(=O)C3CCCN(C(=O)C4CCCC4)C3)c2)c1 (stereo unspecified)	-15%
CC(=O)Nc1nn(CC(C)C)c2nc3ccc(C)cc3cc12	-4%
CCc1ncn(CCc2ccccc2OC)c1C(C)C	-42%
CC(C)COC(=O)N(C)C[C@H]1OCc2cn(nn2)CCCC(=O)N([C@@H](C)CO)C[C@@H]1C	17%
Cc1cccc(Nc2nc(N)nc(N)c2N=O)c1	-40%
COc1ccccc1-c1cnc(C(O)c2ccc(CN3CCCC3)cc2)[nH]1 (stereo unspecified)	-4%
COc1ccc2oc(N)nc2c1	31%
Cc1cc(C)c(-c2c(N)cc(Br)cc2Br)c(N)c1	-58%
O=C(Cc1cccc(NC(=O)C2CCCN(C(=O)c3ccccc3)C2)c1)Nc1cccc(C(=O)N2CCOCC2)c1 (stereo unspecified)	16%
COCCCNc1ccn2nc(-c3cccc(OCc4ccccc4)c3)cc2n1	-6%

A portion of the library (hit frequency here may not be typical).
